hERG rescue: compounds protecting human hERG from proarrhythmic drug block; AID 1511; 310,000 tested, 0.51% active; activation (rescue from dofetilide block), less the hit threshold, % at 10 µM; CHO-hERG, FluxOR thallium flux, dofetilide IC70 present; Q12809;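 active = activation above the mean of controls blocked by dofetilide plus 5 SD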;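 note: thallium influx through hERG after potassium depolarization seen as dye fluorescence rise; in these data hits start at about 4.7%; inactives centre near -7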
PolyA inhibitor: inhibitors of polyadenylation in S. cerevisiae. calls only at 12 µM. S. cerevisiae SKY197-pL101 polyadenylation reporter, beta-gal luminescence; efflux-impaired pdr1/pdr3 knockout yeast; score 100 = 6 SD above DMSO. 300,000 tested, 0.02% active;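 active = lowest replicate activity score at least 50, where 100 means six control SD above control mean; inconclusive = lowest score under 50 but half or more replicates reach 50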;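 note: yeast exposed to compound for 9 h at 30 °C; higher score means more reporter readthrough which indicates perturbed polyadenylation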
KCNQ1 pot: human KCNQ1 channel potentiation or activation; B-score at 10 µM; AID 2648; CHO-K1 KCNQ1, thallium flux FluxOR fluorescence; hits give high values; 310,000 tested, 0.35% active;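 active = fluorescence ratio B-score, a plate-corrected score, at least three library SD, with initial intensity B-score within 5 SD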
Target sequence (P51787 whole entry, looked up): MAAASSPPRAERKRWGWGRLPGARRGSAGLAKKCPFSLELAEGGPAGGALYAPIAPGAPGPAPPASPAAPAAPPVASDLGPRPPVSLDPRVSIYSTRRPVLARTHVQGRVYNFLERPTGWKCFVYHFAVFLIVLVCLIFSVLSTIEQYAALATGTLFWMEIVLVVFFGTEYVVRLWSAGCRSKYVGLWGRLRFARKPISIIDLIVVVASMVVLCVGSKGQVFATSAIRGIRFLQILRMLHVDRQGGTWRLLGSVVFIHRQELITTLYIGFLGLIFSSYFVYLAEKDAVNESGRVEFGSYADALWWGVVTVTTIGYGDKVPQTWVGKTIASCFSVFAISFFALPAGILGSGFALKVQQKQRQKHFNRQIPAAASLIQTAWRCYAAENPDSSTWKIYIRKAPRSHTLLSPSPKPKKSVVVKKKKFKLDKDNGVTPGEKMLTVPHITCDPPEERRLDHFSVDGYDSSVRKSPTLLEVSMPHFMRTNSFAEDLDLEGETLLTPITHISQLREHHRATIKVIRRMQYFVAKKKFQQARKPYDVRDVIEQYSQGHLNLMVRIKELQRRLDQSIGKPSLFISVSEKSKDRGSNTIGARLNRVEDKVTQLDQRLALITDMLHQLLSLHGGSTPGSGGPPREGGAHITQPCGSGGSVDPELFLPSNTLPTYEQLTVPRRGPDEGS
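assay system = KCNQ1-transfected CHO-K1 cells | medium = assay buffer with matched DMSO | probe or stimulus = depolarizing K+/Tl+ stimulus, K2SO4 and Tl2SO4 each 12.5 mM in 5x stock | dosing = single dose | incubation = dye 90 min, compound 20 min, room temperature | detection = kinetic FluxOR fluorescence, 10 s baseline plus 110 s post-stimulus | evaluation = ratio B score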
TRPC4 inh: inhibitors of mouse TRPC4 channel; Q9QUQ5; HEK293 TRPC4beta/mu-opioid, DAMGO-evoked Fluo4 calcium flux; hits give low values; B-score at 10 µM; 300,000 tested, 0.39% active;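 active = B-score over 3 SD under the library average, no early fluorescence shift, positive overall ratio signal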
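Test system – stable TRPC4beta/mu-opioid receptor HEK293 cells · Probe or stimulus – DAMGO, a submaximal dose followed by a maximal one · Dosing – one concentration per compound · Signal – Fluo4 calcium fluorescence by kinetic imaging, 5 s 1 Hz baseline · Evaluation – per-well B score of integrated baseline-normalized Fluo4 ratio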
KCNK9 inh: blocks the human KCNK9 two-pore domain potassium channel. HEK293 KCNK9, FluxOR thallium flux fluorescence; hits give low values. B-score at 10 µM. 310,000 tested, 1.2% active. Q9NPC2;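 active = ratio B-score over 3 SD below the library mean, with starting fluorescence within 5 SD of its mean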;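 note: negative B-score means less thallium flux so channel inhibition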
KCNK3 block: human KCNK3 channel inhibition, primary screen | CHO-KCNK3 thallium flux, FluxOR fluorescence; hits give low values | B-score at 10 µM | 340,000 tested, 0.84% active;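 active = B-score under library mean minus 4 SD, starting fluorescence ratio at most library mean plus 5 SD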;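 note: more negative B-score means stronger inhibition of thallium flux through KCNK3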
Target sequence (O14649 whole entry, looked up): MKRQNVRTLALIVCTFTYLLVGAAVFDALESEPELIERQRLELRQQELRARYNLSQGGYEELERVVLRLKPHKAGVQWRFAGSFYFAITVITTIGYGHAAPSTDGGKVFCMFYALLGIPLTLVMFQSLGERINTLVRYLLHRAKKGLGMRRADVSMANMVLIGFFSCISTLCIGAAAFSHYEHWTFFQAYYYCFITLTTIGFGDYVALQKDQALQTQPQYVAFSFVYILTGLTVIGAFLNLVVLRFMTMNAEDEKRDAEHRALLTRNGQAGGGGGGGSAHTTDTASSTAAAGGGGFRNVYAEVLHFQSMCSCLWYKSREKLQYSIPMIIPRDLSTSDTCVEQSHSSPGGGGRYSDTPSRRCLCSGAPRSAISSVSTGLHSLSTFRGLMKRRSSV
KCNQ1 inh: human KCNQ1 channel inhibition. B-score at 10 µM. 310,000 tested, 1.3% active. P51787. CHO-K1 KCNQ1, FluxOR thallium flux fluorescence; hits give high values;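 active = compounds whose thallium flux B-score, printed positive for inhibition, exceeds three library SD while starting fluorescence stays within three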;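 note: channel opened by potassium depolarization with thallium stimulus after 20 min compound exposure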
TRPC4 act: TRPC4 (mouse) channel activation; HEK293 TRPC4beta/mu-opioid, Fluo4 calcium fluorescence; hits give high values; 310,000 tested, 0.49% active; B-score at 10 µM; AID 2237; Q9QUQ5;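 active = B-score above 5 SD of library B-scores, and initial fluorescence ratio not above library mean plus 5 SD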;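 note: positive B-score marks a calcium rise read as TRPC4 activation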
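Assay system: HEK293 cells stably co-expressing mouse TRPC4beta and mu-opioid receptor / Timing: Fluo4 dye loading 45 min at room temperature, 110 s recording / Signal: Fluo4 calcium-sensitive dye fluorescence, kinetic, 1 Hz baseline / Read-out: integrated baseline-normalised fluorescence ratio, converted to per-well B score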
Platelet DG rel: platelet dense granule release activity; human platelet-rich plasma, SFLLRN dense granule ATP release, luminescence; 300,000 tested, 0.22% active; inhibition, %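 (compounds screened at 7.5 µM in platelet-rich plasma)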;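 active = mean replicate score, as percent of positive control, at or above 50; inconclusive = mean below 50 but at least one replicate at or above 50; inactive = mean and every replicate below 50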
Dyrk1A ADPGlo: Dyrk1A (rat) kinase inhibition; Q63470; ADP-Glo luminescence, NFATc1 peptide; inhibition, % at 12.5 µM; 310,000 tested, 0.43% active; in the data active = inhibition above about 50%;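 note: plate controls were vehicle with enzyme for no effect and no enzyme for full effect; many of its hits are not listed in these tables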
TRPC4 potent: allosteric potentiators of mouse TRPC4 channel; AID 2227; Q9QUQ5; B-score at 10 µM; 310,000 tested, 0.42% active; HEK293 TRPC4beta/mu-opioid, DAMGO EC20, Fluo-4 Ca2+ flux; hits give high values;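 active = B-score of calcium response area above 5 SD of library B-scores, with initial fluorescence ratio within 5 SD of library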;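 note: B-score of integrated fluorescence ratio over time as area under calcium response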
Active calls of the source: *; i = inactive; u = inconclusive; x = not tested or not shown. Some of the compounds tested; the hit share may differ from the screen's.

| smiles | hERG rescue | PolyA inhibitor | KCNQ1 pot | TRPC4 inh | KCNK9 inh | KCNK3 block | KCNQ1 inh | TRPC4 act | Platelet DG rel | Dyrk1A ADPGlo | TRPC4 potent |
| --- | --- | --- | --- | --- | --- | --- | --- | --- | --- | --- | --- |
| CC1CCCCN1CCCNC(=O)c1nn(C)c2c1CSc1ccccc1-2 (configuration not stated) | -6 | i | i | -7* | i | i | i | i | 2 | 1 | i |
| CN(C)C(=O)CSc1nnc(-c2cc(-c3cccs3)nc3ccccc23)o1 | -16 | i | i | i | i | i | i | i | 2 | -1 | i |
| CC(O)CN1CC(O)=C(c2nc3ccccc3s2)C1=N (configuration not stated) | -5 | x | i | i | i | i | i | i | x | 12 | i |
| CC(C)(C)c1cc(NC(=O)Nc2ccccc2OC(F)(F)F)no1 | 0 | i | i | i | i | i | i | i | 3 | -3 | i |
| CCN(Cc1cnn(C)c1)C(=O)c1ccc(OC2CCN(S(=O)(=O)N(C)C)CC2)cc1 | -5 | i | i | i | i | i | i | i | -4 | 1 | i |
| CCOCc1c(C(=O)Nc2ccc(OC)nc2)oc2ccccc12 | -10 | i | i | i | i | i | i | i | 10 | -2 | i |
| COC(=O)CC1Sc2ccccc2NC1=O (configuration not stated) | -7 | i | i | i | i | i | i | i | -3 | -6 | i |
| COCCCNC(NC(=O)c1ccc(C)cc1)C(Cl)(Cl)Cl (configuration not stated) | -7 | i | i | i | i | i | i | i | -4 | 1 | i |
| O=C(CCNC(=O)c1ccc(Cl)cc1)NCCC1=CCCCC1 | -13 | i | i | i | i | i | i | i | 0 | 8 | i |
| O=C(OCC1OC(n2cnc3c(N(C(=O)c4ccccc4)C(=O)c4ccccc4)ncnc32)C(O)C1F)c1ccccc1 (configuration not stated) | -12 | i | i | i | i | i | i | i | -7 | -7 | i |
| NC(=O)CSc1nnc(NC(=O)C2CC(=O)N(c3ccc(F)cc3)C2)s1 (configuration not stated) | -3 | i | i | i | i | i | i | i | -2 | 1 | i |
| Cc1nn(-c2ccccc2)c(C)c1NC(=O)COc1ccc(C#N)cc1 | -11 | i | i | i | i | i | i | i | 8 | 5 | i |
| O=C(NNC(=O)C1CCN(c2ncccn2)CC1)c1ccccc1 | -11 | i | i | i | i | i | i | i | -6 | -3 | i |
| Cc1cc(C)nc(NNC(=O)NC2CCCCC2)n1 | -5 | i | i | i | i | i | i | i | 5 | -4 | i |
| CC(=O)Nn1c(COc2ccccc2C)nc2ccccc2c1=O | -5 | i | i | i | i | i | i | i | 3 | -3 | i |
| Cc1ccc(/C=N/n2cnc3sc4c(c3c2=O)CCCC4)o1 | -7 | i | i | i | i | i | i | i | -10 | 14 | i |
| Oc1c(N=NC(=S)Nc2ccccc2F)c2ccccc2n1Cc1cccc(Cl)c1 | 16* | i | i | i | i | i | i | i | u | -3 | i |
| CC(C)(C)c1ccccc1NC(=O)NC1CCN(Cc2c(F)cccc2Cl)CC1 | -5 | i | i | i | i | i | i | 116* | 6 | -4 | i |
| CCCCOCCCn1c(-c2ccco2)nc2nc3ccccc3nc21 | -25 | i | i | i | i | i | i | i | 1 | 13 | i |
| CCCCOc1ccc(C(=O)N2CCNC(=O)C2CC(=O)OC(C)C)cc1 (configuration not stated) | -9 | i | i | i | i | i | i | i | -8 | -5 | i |
| COc1ccc(C(=O)NCc2n[nH]c(=S)n2-c2ccccc2)cc1OC | -13 | i | i | i | i | i | i | i | -1 | -4 | i |
| CN1C2=CC=CC=CC2=[N+](C)C12C([N+](=O)[O-])=CC(=[N+]([O-])[O-])C=C2[N+](=O)[O-] (configuration not stated) | -10 | i | i | i | i | i | i | i | -5 | 5 | i |
| O=C(Cc1ccc(Cl)cc1)Nc1ccc(-c2cc3ccccc3oc2=O)c(Cl)c1 | -9 | i | i | i | i | i | i | i | -4 | 5 | i |
| COCCCNC(=O)C1CCCCN1S(=O)(=O)c1ccc(F)cc1 (configuration not stated) | -5 | i | i | i | i | i | i | i | -3 | -3 | i |
| Cc1ccc(-c2c3c(nc4sc(C(N)=O)c(N)c24)CCCC3)o1 | -8 | i | i | i | i | i | i | i | 4 | 21 | i |
| O=C(NCCC1CCCCN1S(=O)(=O)c1ccccc1)C(=O)NCc1ccccn1 (configuration not stated) | -14 | i | i | i | i | i | i | i | 1 | -4 | i |
| CC(=O)c1cc(C)ccc1OC(=O)c1ccncc1 | 3 | i | i | i | i | i | i | i | -2 | x | i |
| CC1=CCC(C(=O)O)(C(=O)N/N=C/c2cccs2)C(c2ccc([N+](=O)[O-])cc2)C1 (configuration not stated) | -9 | i | i | i | i | i | i | i | 4 | 5 | i |
| CC1CCc2sc(C(=O)NCc3ccccn3)cc2C1 (configuration not stated) | -15 | i | i | i | i | i | i | i | 7 | 4 | i |
| O=C1/C(=C/c2ccccc2F)SC(=S)N1CC(=O)N1CCCCC1c1cccnc1 (configuration not stated) | -19 | i | i | i | i | i | i | i | -2 | -11 | i |
| Fc1ccc(Cn2c(-c3cscn3)nc3ccccc32)c(Cl)c1 | -10 | i | i | i | i | i | i | i | -2 | x | i |
| CCCCCNC(=O)Cc1ccc(S(=O)(=O)N2CCOCC2)s1 | -14 | i | i | i | i | i | i | i | -4 | -3 | i |
| COc1ccc(OC)c(N(CC(N)=O)S(=O)(=O)c2ccc(OC)c(OC)c2)c1 | -11 | i | i | i | i | i | i | i | 10 | 0 | i |
| O=C(NC1CCCc2ccccc21)N[C@@H](Cc1ccccc1)C(=O)O (some centres not stated) | -9 | i | i | i | i | i | i | i | -1 | -2 | i |
| Cc1ccc(CNCCNCCO)s1 | 2 | i | i | i | i | i | i | i | 2 | 3 | i |
| O=C(NCCCN1CCOCC1)c1cnn2c(-c3ccccc3)cc(-c3ccccc3)nc12 | -15 | i | i | i | i | i | i | i | -5 | 1 | i |
| CCCN1CCC(=O)N(CCN=[N+]=[N-])CC1 | -8 | i | i | i | i | i | i | i | 3 | 5 | i |
| O=C(c1c[nH]c(C(=O)N2CCN(Cc3ccccc3)CC2)c1)C1CCCCC1 | -18 | i | i | i | i | i | i | i | -2 | 0 | i |
| O=C(O)c1ccc2nc(-c3ccccc3)sc2c1 | -8 | i | i | i | i | i | i | i | 9 | 1 | i |
| O=C(Nc1ccc2c(c1)OCCO2)NC1(C(F)(F)F)Oc2ccccc2O1 | -12 | i | i | i | i | i | i | i | 17 | 0 | i |
| CN1CC(c2ccccc2)C2(COc3ccccc3C2=O)C12C(=O)Nc1ccccc12 (configuration not stated) | -7 | i | i | i | i | i | i | i | 2 | 1 | i |
| CS(=O)(=O)N(CC(=O)Nc1ccc2c(c1)OCO2)Cc1ccccc1 | -13 | i | i | i | i | i | i | i | 11 | 6 | i |
| COc1ccc(-c2c(C)nn3c(N4CCC(C(=O)NCCN(C)C)CC4)cc(C)nc23)cc1OC | -9 | i | i | i | i | i | i | i | -10 | -4 | i |
| O=C(CN1CCN(C(=O)c2cccc(F)c2)CC1)NC1CCCCC1 | -5 | i | i | i | i | x | i | i | 0 | x | i |
| COc1cc(/C=C(\C#N)C(=O)NC(C)C)ccc1OCc1ccc(C(=O)O)cc1 | -17 | i | i | i | i | i | i | i | 8 | -1 | i |
| CCc1nc2sc3c(c2c(=O)n1NC(=O)CCl)CCCC3 | -5 | i | i | i | i | i | i | i | -4 | -4 | i |
| O=C(NNC(=O)c1cccnc1)Nc1ccc([N+](=O)[O-])cc1 | -8 | i | i | i | i | i | i | i | 7 | 2 | i |
| Cc1ccccc1CSc1ncnc2ccccc12 | -13 | i | i | i | i | i | i | i | -3 | 4 | i |

Continued, overlapping the part above by 2 compounds.
| smiles | hERG rescue | PolyA inhibitor | KCNQ1 pot | TRPC4 inh | KCNK9 inh | KCNK3 block | KCNQ1 inh | TRPC4 act | Platelet DG rel | Dyrk1A ADPGlo | TRPC4 potent |
| --- | --- | --- | --- | --- | --- | --- | --- | --- | --- | --- | --- |
| O=C(NNC(=O)c1cccnc1)Nc1ccc([N+](=O)[O-])cc1 | -8 | i | i | i | i | i | i | i | 7 | 2 | i |
| Cc1ccccc1CSc1ncnc2ccccc12 | -13 | i | i | i | i | i | i | i | -3 | 4 | i |
| Cc1ccc(-c2cc(C(F)F)n3ncc(C(=O)Nc4c(C)nn(Cc5ccccc5Cl)c4C)c3n2)cc1 | -9 | i | i | i | i | i | i | i | 5 | 4 | i |
| C=CC[N+]1(CC(=O)NCc2ccc(NC(C)=O)cc2)CCOCC1 | -10 | i | i | i | i | i | i | i | 2 | -6 | i |
| CCCCN(C(=O)c1oc2ccc(OCC)cc2c1C)c1c(N)n(CCCC)c(=O)[nH]c1=O | -9 | i | i | i | i | i | i | i | 0 | x | i |
| CCCN1CCCc2cc(CN)ccc21 | -20 | i | i | i | i | i | i | i | -3 | x | i |
| CC1CC(C(F)(F)C(F)(F)F)n2nc(C(=O)O)cc2N1 (configuration not stated) | -5 | i | i | i | i | i | i | i | -3 | 2 | i |
| Cc1cc(C)n2nc(SCc3c(F)cccc3Cl)nc2n1 | -5 | i | i | i | i | i | i | i | 0 | 3 | i |
| O=C(CCCN=C1NS(=O)(=O)c2ccccc21)OCC(=O)c1ccccc1Cl | -15 | i | i | i | i | i | i | i | 2 | x | i |
| CC(C)(CN1CCN(c2ccccc2)CC1)NS(=O)(=O)c1ccccc1 | -7 | i | i | i | i | i | i | i | -1 | 7 | i |
| Cc1cc(C)cc(SCc2noc(C(=O)NCC3CC3)c2C(=O)NCC2CC2)c1 | -6 | i | i | i | i | x | i | i | -2 | x | i |
| CS/C(=N\S(=O)(=O)c1ccc(N)cc1)NS(=O)(=O)c1cccs1 | 0 | i | i | x | i | i | i | i | -32 | -5 | i |
| CCCCC1(Cc2cccc([N+](=O)[O-])c2)C(=O)N(c2ccccc2)N(c2ccccc2)C1=O | -7 | i | i | i | i | i | 6* | i | -1 | -1 | i |
| COc1ccc(C2CC(c3cccs3)=NN2C(=O)CSc2nc(=O)n3ccccc3n2)cc1 (configuration not stated) | -7 | i | i | i | i | i | i | i | 1 | 4 | i |
| Cc1cc(C)cc(N2CN=c3s/c(=C\c4ccco4)c(=O)n3C2)c1 | -4 | i | i | i | i | i | i | i | 5 | 36 | i |
| Cc1ccc(-n2c(-c3nn(C)c(C)c3Cl)n[nH]c2=S)cc1 | -4 | i | i | i | i | i | i | i | 1 | 2 | i |

From PubChem BioAssay
